Assay outcomes as filed in PubChem.
KCNQ1 act – potentiates or activates the human KCNQ1 potassium channel; B-score at 10 µM; P51787; CHO-K1 KCNQ1, thallium flux FluxOR fluorescence; active compounds read high; hit rate 0.35% among 310,000;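 active = fluorescence ratio B-score, a plate-corrected score, at least three library SD, with initial intensity B-score within 5 SD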
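assay system = KCNQ1-transfected CHO-K1 cells | medium = assay buffer with matched DMSO | probe or stimulus = depolarizing K+/Tl+ stimulus, K2SO4 and Tl2SO4 each 12.5 mM in 5x stock | dosing = single dose | incubation = dye 90 min, compound 20 min, room temperature | detection = kinetic FluxOR fluorescence, 10 s baseline plus 110 s post-stimulus | evaluation = ratio B score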
KCNQ1 block – blocks the human KCNQ1 potassium channel | hit rate 1.3% among 310,000 | P51787 | AID 2642 | CHO-K1 KCNQ1, FluxOR thallium flux fluorescence; active compounds read high | B-score at 10 µM;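 active = compounds whose thallium flux B-score, printed positive for inhibition, exceeds three library SD while starting fluorescence stays within three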;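 also: channel opened by potassium depolarization with thallium stimulus after 20 min compound exposure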
TMEM16A act – mouse TMEM16A channel activation, primary screen; HEK293 TMEM16A/YFP-H148Q/I152L, iodide quench fluorescence; active compounds read low; hit rate 0.3% among 340,000; B-score at 10 µM; Q8BHY3;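 active = fluorescence-ratio B-score plate-corrected deviation score at least 3 library SD below zero, with starting fluorescence score within 5 deviations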;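 also: channel opened by trigger with iodide after compound preincubation; score built on the fluorescence ratio of max minus min over baseline; more negative score means more quench and so TMEM16A activation or potentiation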
Target sequence (Q8BHY3 whole entry, looked up): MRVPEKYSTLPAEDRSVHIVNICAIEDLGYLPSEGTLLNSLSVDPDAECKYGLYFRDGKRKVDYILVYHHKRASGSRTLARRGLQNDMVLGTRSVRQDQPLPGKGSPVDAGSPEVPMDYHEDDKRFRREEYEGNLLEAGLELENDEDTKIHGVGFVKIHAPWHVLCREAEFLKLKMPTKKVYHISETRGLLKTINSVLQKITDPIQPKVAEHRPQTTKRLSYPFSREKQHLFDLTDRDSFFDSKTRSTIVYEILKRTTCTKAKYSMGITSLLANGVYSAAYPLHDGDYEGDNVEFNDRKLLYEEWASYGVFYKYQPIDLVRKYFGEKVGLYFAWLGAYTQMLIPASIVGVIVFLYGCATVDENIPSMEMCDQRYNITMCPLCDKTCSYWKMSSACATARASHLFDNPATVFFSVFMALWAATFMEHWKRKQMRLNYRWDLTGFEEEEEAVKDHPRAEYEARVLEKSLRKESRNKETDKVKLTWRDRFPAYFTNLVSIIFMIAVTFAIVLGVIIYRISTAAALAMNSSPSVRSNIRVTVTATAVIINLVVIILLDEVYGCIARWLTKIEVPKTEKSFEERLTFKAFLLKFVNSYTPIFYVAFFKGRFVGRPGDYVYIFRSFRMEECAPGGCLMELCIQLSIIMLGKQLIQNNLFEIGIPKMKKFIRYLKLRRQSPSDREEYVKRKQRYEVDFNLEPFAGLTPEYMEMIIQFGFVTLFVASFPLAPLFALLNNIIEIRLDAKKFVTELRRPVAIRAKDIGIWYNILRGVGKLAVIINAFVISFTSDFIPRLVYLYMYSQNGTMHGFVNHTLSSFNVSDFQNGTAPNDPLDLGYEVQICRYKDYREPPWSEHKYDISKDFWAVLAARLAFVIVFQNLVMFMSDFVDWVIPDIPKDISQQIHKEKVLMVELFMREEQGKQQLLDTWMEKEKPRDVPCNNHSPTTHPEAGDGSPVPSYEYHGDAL
HDAC3 inhib – blocks human histone deacetylase 3; hit rate 0.15% among 320,000; AID 2718; inhibition, % at 8.3 µM; recombinant HDAC3, fluorogenic peptide/trypsin coupled, fluorescence; O15379; in the data active = inhibition above about 26%, passing the limit was not always enough; inconclusive = no clear call, values can overlap the other calls
KCNK9 inh – blocks the human KCNK9 two-pore domain potassium channel; HEK293 KCNK9, FluxOR thallium flux fluorescence; active compounds read low; B-score at 10 µM; hit rate 1.2% among 310,000; Q9NPC2;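 active = ratio B-score over 3 SD below the library mean, with starting fluorescence within 5 SD of its mean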;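 also: negative B-score means less thallium flux so channel inhibition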
TRPC4 act – opens the mouse TRPC4 cation channel; B-score at 10 µM; HEK293 TRPC4beta/mu-opioid, Fluo4 calcium fluorescence; active compounds read high; hit rate 0.49% among 310,000;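 active = B-score above 5 SD of library B-scores, and initial fluorescence ratio not above library mean plus 5 SD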;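 also: positive B-score marks a calcium rise read as TRPC4 activation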
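Test system: HEK293 cells stably co-expressing mouse TRPC4beta and mu-opioid receptor | Schedule: Fluo4 dye loading 45 min at room temperature, 110 s recording | Measured by: Kinetic Fluo4 calcium fluorescence, 5 s baseline at 1 Hz | Evaluation: B score of integrated ratio | Controls: Buffer (low) and maximal DAMGO (high)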
TRPC4 potent – allosterically enhances the mouse TRPC4 cation channel. HEK293 TRPC4beta/mu-opioid, DAMGO EC20, Fluo-4 Ca2+ flux; active compounds read high. Q9QUQ5. B-score at 10 µM. AID 2227. hit rate 0.42% among 310,000;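 active = B-score of calcium response area above 5 SD of library B-scores, with initial fluorescence ratio within 5 SD of library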;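 also: B-score of integrated fluorescence ratio over time as area under calcium response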
TMEM16A inh – blocks the mouse calcium-activated chloride channel TMEM16A; HEK293 TMEM16A/YFP iodide influx fluorescence, ionomycin; Q8BHY3; normalized B-score (activity score, 25-100; higher = stronger inhibition) at 10 µM; AID 588511; hit rate 1.2% among 310,000;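 active = ratio plate-corrected score three or more library SD toward inhibition, starting fluorescence score within five deviations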;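 also: score derived from kinetic fluorescence span divided by baseline fluorescence per well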
hERG rescue – hERG (human) protection from proarrhythmic block | Q12809 | CHO-hERG, FluxOR thallium flux, dofetilide IC70 present | activation (rescue from dofetilide block), less the hit threshold, % at 10 µM | hit rate 0.51% among 310,000 | AID 1511;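 active = activation above the mean of controls blocked by dofetilide plus 5 SD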;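 also: thallium influx through hERG after potassium depolarization seen as dye fluorescence rise; in these data hits start at about 4.7%; inactives centre near -7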
DYRK1A inh – Dyrk1A (rat) kinase inhibition; Q63470; ADP-Glo luminescence, NFATc1 peptide; inhibition, % at 12.5 µM; hit rate 0.43% among 310,000; AID 504441; in the data active = inhibition above about 50%;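 also: plate controls were vehicle with enzyme for no effect and no enzyme for full effect; many of its hits are not listed in these tables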
KCNK3 block – human KCNK3 channel inhibition, primary screen; AID 602410; CHO-KCNK3 thallium flux, FluxOR fluorescence; active compounds read low; hit rate 0.84% among 340,000; B-score at 10 µM;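 active = B-score under library mean minus 4 SD, starting fluorescence ratio at most library mean plus 5 SD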;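 also: more negative B-score means stronger inhibition of thallium flux through KCNK3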
* marks the source's active call; other numbers are inactive results; i = inactive; ? = inconclusive; . = no result given.

Structure	KCNQ1 act	KCNQ1 block	TMEM16A act	HDAC3 inhib	KCNK9 inh	TRPC4 act	TRPC4 potent	TMEM16A inh	hERG rescue	DYRK1A inh	KCNK3 block
COc1ccc(NC(=O)c2sc3nc(N4CCOCC4)c4c(c3c2N)CC(C)(C)OC4)cc1	i	i	i	4.1	i	i	i	i	-8.9	-3.4	i
CC(=O)OC[C@H]1O[C@H](C/C=N/O[C@@H](C)c2cn([C@H](CO)Cc3ccccc3)nn2)C=C[C@@H]1OC(C)=O	i	i	.	3.4	i	i	i	i	-7.5	.	.
CN1CCN(c2ccc(NC(=O)c3ccc4c(c3)[nH]c(=O)n4Cc3ccc(F)cc3)cc2)CC1	i	i	i	0.8	i	i	i	i	-6.2	-0.8	i
O=C(CN1c2cccc3cccc(c23)S1(=O)=O)Nc1ccccc1	i	i	i	-2.7	i	i	i	i	-4.9	0.1	i
Cc1nc(N2CCN(C(=O)c3ccco3)CC2)[nH]c(=O)c1C	i	i	i	-0.5	i	i	i	i	2.6	1.7	i
N#Cc1ncc(C(F)(F)F)cc1Oc1cccnc1	i	i	i	-4.7	i	i	i	i	-3.3	0.4	i
Cc1ccc(-n2c(-c3ccc(Cl)cc3)n[nH]c2=S)c(C)c1	i	i	i	-6.5	i	i	i	i	-5.4	0.5	i
COc1ccc(/C=C/c2nc(C)c(-c3ccccc3)c(=O)[nH]2)cc1OC	i	i	i	1.9	i	i	i	i	-12.1	-0.2	i
Clc1cc2nc[nH]c2cc1Cl	i	i	i	0.6	i	i	i	i	-11.2	.	i
CCOC(=O)N1CCN(C(c2cccc(OC)c2)c2sc3nc(C)nn3c2O)CC1 (stereo not drawn)	i	i	i	?	i	i	i	i	-2.5	-6.2	i
CN(C)C(C)(C)C#CC(O)(c1ccccc1)c1ccccc1	i	i	i	-2.9	i	i	i	i	-12.1	.	i
O=C(Cc1ccc(Cl)cc1)Nc1cccnc1	i	i	i	1.8	i	i	i	i	-1.9	.	i
Cc1nn(C)c(C(=O)Nc2cccc(CN3CCOCC3)c2)c1Br	i	i	i	-1.7	i	i	i	i	-7.6	-2.9	i
Cc1cc([N+](=O)[O-])nn1CCCC(=O)Nc1cc(Cl)ccc1Cl	i	i	i	3.0	i	i	i	i	-6.0	-1.7	i
CCN1CCN(Cc2ccc(OCc3ccccc3)c(OC)c2)CC1	i	i	i	0.0	i	i	i	i	-3.8	3.1	i
CCOc1ccc(C(=O)NC(=S)Nc2cc(C)ccn2)cc1[N+](=O)[O-]	i	i	i	-5.9	i	i	i	i	-6.7	-0.3	i
Cc1cccnc1NC(=O)CN1C(=O)NC(C)(c2ccc3ccccc3c2)C1=O (stereo not drawn)	i	i	i	-1.3	i	i	i	i	-12.1	-2.8	i
COc1ccc(NS(=O)(=O)c2cc(NC(=O)CCSc3ccccc3)ccc2OC)cc1	i	i	i	4.6	i	i	i	i	1.3	-4.9	i
CCC(Oc1ccc(Br)cc1)C(=O)N1CCN(c2ncccn2)CC1 (stereo not drawn)	i	i	i	-2.5	i	i	i	i	-10.1	11.8	i
O=C(/C=C/c1ccco1)NC(=S)Nc1ccccc1N1CCOCC1	i	i	i	-0.6	i	i	i	i	-18.5	5.3	i
CCOc1ccc(CN(Cc2ccco2)S(=O)(=O)c2ccc(-n3cnnn3)c(OC)c2)cc1	i	i	i	-1.3	i	i	i	i	-13.7	-6.3	i
CCCc1cc(-c2n[nH]c(=S)n2-c2cccc(C)c2)cs1	i	i	i	7.8	i	i	i	i	-10.0	2.2	i
COC(=O)C(OC(=O)c1ccc(OC)cc1)C(=O)OC	i	i	i	3.4	i	i	i	i	-30.3	-6.5	i
COc1cccc(-c2nn(C)c3sc(C(=O)Nc4ccc5c(c4)OCCO5)cc23)c1	i	i	i	0.8	i	i	i	i	-13.0	-2.1	i
Nc1cccc(NC(=O)c2ccco2)c1	i	i	i	5.5	i	i	i	i	-13.9	-0.1	i
Cc1noc(C)c1CN1C(=O)NC(Cc2ccccc2)(Cc2ccccc2)C1=O	i	i	i	4.2	i	i	i	i	-4.8	-11.4	i
COc1cc2c(cc1NC(=O)CSc1nnc(Cc3cccs3)n1C)oc1ccccc12	i	i	i	24.6	i	i	i	i	-9.6	5.7	i
Cc1ccc(-c2nc3[nH]c(=O)cc(NC(=O)c4cccs4)n3n2)cc1	i	i	i	-1.7	i	i	i	i	-10.2	3.8	i
O=C(CN1CCCCCC1)Nc1ccc([N+](=O)[O-])cc1Cl	i	i	i	-7.3	i	i	i	i	-3.1	12.4	i
C/C(=N\NC(=O)c1nc2ccccn2c1C)c1ccc2c(c1)OCO2	i	i	i	7.3	i	i	i	i	-5.0	1.3	i
COc1cccc(C(=O)CSc2nnnn2C)c1	i	i	i	-8.4	i	i	i	i	-5.2	1.6	i
C=CCN(CC=C)S(=O)(=O)c1ccc(C(=O)Nc2nnc(CSC)o2)cc1	i	i	i	7.6	i	i	i	i	-3.2	3.5	i
CN(C1CCCCC1)S(=O)(=O)c1ccc2[nH]c(=O)oc2c1	i	i	i	1.5	i	i	i	i	-11.2	18.7	i
O=C(CCCn1c(SCC(=O)c2ccc(F)cc2)nc2ccccc2c1=O)NCc1ccccc1	i	i	i	10.5	i	i	i	25*	-7.7	-1.1	i
CCN(CC)S(=O)(=O)c1ccc(C)c(NC(=S)Nc2cccc(S(=O)(=O)N3CCCCCC3)c2)c1	i	6*	i	7.7	i	i	i	i	-20.8	-6.1	i
Cc1ccc(C)c(/C=C(\C(=O)O)c2ccc(S(=O)(=O)N3CCCCC3)s2)c1	i	i	i	3.7	i	i	i	i	-17.9	7.6	i
COc1ccc(F)cc1CN1CCN(C(=O)CCC(=O)Nc2nnc(C3CCCCC3)s2)CC1	i	i	i	2.5	i	i	i	i	-8.9	10.9	i
COc1ccc2[nH]c(C)c(CCN3C(=O)C4C5C=CC(C5)C4C3=O)c2c1 (stereo not drawn)	i	i	i	-0.9	i	i	i	i	-5.7	16.8	i
COc1ccc(O)c(/C=N/NC(=O)c2ccc(OCc3cccc(Br)c3)cc2)c1	i	i	i	-1.4	i	i	i	i	-14.7	5.1	i
CCOc1cc(N2CCOCC2)c(OCC)cc1NC(=O)COC(=O)CCOc1cc(C)ccc1C	i	i	i	-1.5	i	i	i	i	-17.2	9.4	i
Cc1ccc2c(c1)-c1c(cnn1CC(=O)Nc1ccccc1N1CCN(C)CC1)CO2	i	i	i	.	i	i	i	i	-14.3	3.4	i
C/C=C/c1ccc(OC(C)=O)c(OC)c1	i	i	i	-11.0	i	i	i	i	-9.2	-2.9	i
COC(=O)c1cccc(COC(=O)CNC(=O)c2ccco2)c1	i	i	i	-5.5	i	i	i	i	-14.6	-2.7	i
CCOC(=O)c1c(NC(=O)C2CCCCC2)sc2c1CCN(CC)C2	i	i	i	5.2	i	i	i	i	-8.7	0.0	i
O=Cc1cc(N=Nc2ccccc2Cl)ccc1O	11*	i	i	8.7	i	i	i	i	-19.6	-8.2	i
Cc1c(NC(=O)C2CCCN2S(=O)(=O)c2ccc(Cl)cc2)c(=O)n(-c2ccccc2)n1C (stereo not drawn)	i	i	i	-3.6	i	i	i	i	1.9	-6.8	i
CCN(CC)C(=O)c1sc2nc(-c3ccccc3)ccc2c1N	i	i	i	0.1	i	i	i	i	-4.0	.	i
O=C(Nc1ccc2oc(Cc3ccc(Cl)cc3)nc2c1)c1cccnc1	i	i	i	-0.6	i	i	i	i	-2.9	-7.8	i
Nc1cccc2c1nnn2C1OC(CO)C(O)C(O)C1O (stereo not drawn)	i	i	i	-0.2	i	i	i	i	-3.4	6.4	i
Cc1c(C(=O)N/N=C/c2cccs2)nc2ccccn12	i	i	i	7.2	i	i	i	i	-6.6	2.5	i

(cont.)
Structure	KCNQ1 act	KCNQ1 block	TMEM16A act	HDAC3 inhib	KCNK9 inh	TRPC4 act	TRPC4 potent	TMEM16A inh	hERG rescue	DYRK1A inh	KCNK3 block
Cc1cc(C(=O)Nc2sc(C)c(-c3ccc(F)cc3)c2C(N)=O)no1	i	i	i	0.1	i	i	i	i	-1.3	8.9	i
CCC(C)NS(=O)(=O)c1ccc(NC(=O)c2cccs2)cc1 (stereo not drawn)	i	i	i	1.3	i	i	i	i	-7.6	-1.7	i
CNC(=O)Nc1cccc(-c2ccnc(C)n2)c1	i	i	i	-4.4	i	i	i	i	-9.0	5.6	i
CN(C)/C=N/c1c(C(=O)NCc2ccccc2)nnn1Cc1ccccc1	i	i	i	6.7	i	i	i	i	-21.6	2.7	i
CC(C)(C)c1cc(CCC(=O)NCc2ccccn2)cc(C(C)(C)C)c1O	i	i	i	-2.6	i	i	i	i	-10.0	-1.5	i
CCc1c(C(=O)NC2CCCCC2)[nH]c(C)c1C(C)=O	i	i	i	0.8	i	i	i	i	-8.8	-2.2	i
CSc1nc(N)n2nc(-c3ccccc3)cc2n1	i	i	i	1.9	i	i	i	i	-6.6	.	i
CC(=O)Nc1ccc(NC(=O)c2cc(-c3ccc(C)cc3O)n[nH]2)cc1	i	i	i	-6.7	i	i	i	i	-5.7	-1.1	i
COc1cccc(C(=O)NCCN2CCN(c3ccc(Cl)cc3)CC2)c1	.	.	i	9.6	.	.	.	i	.	9.6	i
Cc1ccc(SCC(=O)OCC(=O)NC2CCCCCCC2)cc1	i	i	i	.	i	i	i	i	-18.4	-3.8	i
Cc1ccc(NC(=O)Cn2cc(C(F)(F)F)cc(Cl)c2=O)cc1Cl	i	i	i	1.1	i	i	i	i	-10.1	1.1	i
COc1cnc(-c2ccccc2)nc1Oc1cccc(C)c1	i	i	i	9.8	i	i	i	i	-7.2	6.5	i
CCCC/C(=N\NC(=O)c1ccc(Br)o1)c1ccccc1	i	i	i	-3.3	i	i	i	i	-3.3	1.6	i
O=C(O)CC1(CC(=O)Nc2ccccc2N2CCOCC2)CCCC1	i	i	i	3.0	i	i	i	i	-5.6	4.3	i
CC(C)(C)C(=O)N1CCN(c2nc3ccccc3s2)CC1	i	i	i	-5.9	i	i	i	i	-5.5	0.9	i

This is a subset (hit frequency here may not be typical).
